# Source: PubChem BioAssay (several laboratories)
# Shn3 inh set2: Schnurri-3 reporter inhibition in Clone20 osteoblasts; Clone20 osteoblast Shn3 3'UTR firefly luciferase, 24 h; hit rate 0.52% among 360,000; AID 588674; inhibition, % at 12.5 µM;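 active means mean inhibition of at least 75% with every replicate also reaching 75%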;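 further: 0% = median of neutral control wells and 100% = pilot-screen positive control compound; some compounds past the cut are filed as inactive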
# NR2E3 ag-1: NR2E3 (human) agonism; inhibition of corepressor binding, % at 4.78 µM; GST-NR2E3/biotin-RetCOR TR-FRET, 1536-well; AID 2300; hit rate 0.12% among 320,000; Q9Y5X4;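 active means percent inhibition above the cutoff of mean plus 3 SD of all tested compounds, set per screening campaign, cut at about 20% in these data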;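 further: 0% = DMSO wells and 100% = biotin wells as full block of FRET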
# Target sequence (Q9Y5X4 whole entry, looked up): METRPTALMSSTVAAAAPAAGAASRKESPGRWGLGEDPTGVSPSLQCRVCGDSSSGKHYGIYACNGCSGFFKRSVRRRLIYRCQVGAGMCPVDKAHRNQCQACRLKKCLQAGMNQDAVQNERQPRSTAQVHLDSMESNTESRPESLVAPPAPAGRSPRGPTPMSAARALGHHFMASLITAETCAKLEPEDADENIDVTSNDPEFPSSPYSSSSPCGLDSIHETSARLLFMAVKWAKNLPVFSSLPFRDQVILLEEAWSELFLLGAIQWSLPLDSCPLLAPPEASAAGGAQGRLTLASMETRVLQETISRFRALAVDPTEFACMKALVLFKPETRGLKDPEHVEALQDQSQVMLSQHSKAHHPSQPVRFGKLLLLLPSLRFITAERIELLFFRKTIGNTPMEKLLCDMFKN
#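 System: GST-NR2E3 and biotin-RetCOR proteins; probe or stimulus: 7 nM biotin-RetCOR; doses: compound at 4.8 µM, single dose; schedule: Compound–protein incubation for 5 h at 4 °C; detection: time-resolved FRET; read-out: percent inhibition; controls: biotin wells as high control, 0.6% DMSO wells as low control; format: 1536-well plates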
# m5-HT2A agonist: agonists of mouse serotonin 5-HT2A receptor (HTR2A); P35363; activation, % at 7.6 µM; hit rate 0.66% among 360,000; CHO-K1 mHTR2A beta-arrestin complementation, luminescence; percent of 30 µM serotonin response;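 active means activation above a run cutoff, the mean activation of all tested compounds plus 3 SD, cut at about 14% in these data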;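 further: 0% = plate median of compound wells and 100% = 30 µM serotonin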
# Target sequence (P35363 whole entry, looked up): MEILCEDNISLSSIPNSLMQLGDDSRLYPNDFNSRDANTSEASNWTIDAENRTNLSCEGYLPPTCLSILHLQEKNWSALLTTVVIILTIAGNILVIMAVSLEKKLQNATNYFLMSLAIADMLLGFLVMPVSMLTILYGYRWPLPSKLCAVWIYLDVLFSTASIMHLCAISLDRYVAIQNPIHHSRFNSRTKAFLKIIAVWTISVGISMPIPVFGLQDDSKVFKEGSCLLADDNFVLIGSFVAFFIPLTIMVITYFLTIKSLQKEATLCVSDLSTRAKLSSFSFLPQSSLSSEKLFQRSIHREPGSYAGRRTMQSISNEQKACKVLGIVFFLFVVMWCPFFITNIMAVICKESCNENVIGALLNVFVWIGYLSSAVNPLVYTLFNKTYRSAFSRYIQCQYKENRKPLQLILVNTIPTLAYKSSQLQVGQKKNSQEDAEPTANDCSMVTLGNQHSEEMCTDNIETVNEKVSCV
# TRPM1 prom inh: MITF TRPM1 promoter inhibition in SK-MEL-5 cells | hit rate 0.83% among 330,000 | inhibition, % at 12.5 µM | AID 488899 | SK-MEL-5 TRPM1 promoter luciferase, 24 h;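 active means mean inhibition across replicates of 60% or more, whatever share of single replicates reaches that level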; further: values of inactives mirror those of a sister screen read the other way
# Peg3 prom inh: Peg3 promoter activity inhibition; HeLa PEG-Prom luciferase reporter, luminescence, overnight; AID 588405; inhibition, % at 20 µM; hit rate 1.7% among 360,000;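 active means inhibition of at least 50% at 20 µM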
# H9c2 protect: myocardial damage modulation in H9c2 cells | H9c2 cardiomyocytes, H2O2 injury protection, ATPLite, 2 h | hit rate 0.63% among 360,000 | AID 588492 | protection from H2O2 cell death, % at 20 µM;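 active means compounds giving at least 50% protection of heart cells from peroxide-induced death in the single-dose screen, raw or plate-pattern-corrected value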;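 further: 0% = DMSO wells with peroxide and 100% = DMSO wells without peroxide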
# PDI turbidity: PDI (human) enzyme inhibition; P07237; PDI insulin aggregation turbidity, A650, 90 min; inhibition, % at 10 µM; hit rate 0.052% among 350,000; AID 588391;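 active means mean inhibition across replicates of 30% or more, whatever share of single replicates reach that level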;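 further: absorbance from insulin aggregation driven by PDI reduction with DTT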
# hiPSC survival: increases survival of single human iPS cells | hiPSC single-cell survival, ATPlite luminescence; 100% = ROCK inhibitor wells, 0% = DMSO | hit rate 0.044% among 360,000 | AID 602274 | survival enhancement, % at 20 µM; in the data active means survival enhancement above about 18%;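 further: cells exposed to compounds for 16 hours before the ATP read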
# CaV13 FRET inh: Disruptors of the CACNA1D IQ motif to Ca2+-dependent inactivation inhibitor domain association, primary screening, Förster resonance energy transfer in intact living …; HEK cells, CFP/YFP FRET ICDI-IQ, plate reader, 10 min; percent FRET-ratio fall versus neutral wells; inhibition, % at 12.3 µM; hit rate 0.098% among 340,000;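 active means mean replicate inhibition of at least 30% and at least 1% of replicates passing that level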;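 further: 0% = median of the neutral control wells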
# HIF-2a inh: inhibitors of HIF-2a. 786-0 RCC cells HIF-2a reporter, luciferase luminescence, overnight. hit rate 0.72% among 360,000. inhibition, % at 18.8 µM;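 active means inhibition of the luminescence signal of 40% or more relative to plate controls, in a single-dose primary screen at 18.75 µM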
# NR2E3 ag-2: activates human NR2E3 receptor; AID 602229; hit rate 0.35% among 360,000; inhibition of corepressor binding, % at 3.98 µM; CHO-S Gal4-NCOR/VP16-NR2E3 two-hybrid, luciferase; Q9Y5X4;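 active means inhibition above the mean of all tested compounds plus 3 SD, cut at about 70% in these data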;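 further: 0% = DMSO with NR2E3 transfected cells and 100% = cells lacking NR2E3 construct; higher means lower luciferase signal from less NR2E3 corepressor binding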
# * = called active by the depositor; · = no result given.
SMILES,Shn3 inh set2,NR2E3 ag-1,m5-HT2A agonist,TRPM1 prom inh,Peg3 prom inh,H9c2 protect,PDI turbidity,hiPSC survival,CaV13 FRET inh,HIF-2a inh,NR2E3 ag-2
Brc1ccc2ncnc(Nc3cccc4ccccc34)c2c1,15,1,1,19,23,-1,4,2.1,·,24,-18
O=C(Oc1ccc(C(=S)N2CCOCC2)cc1Br)c1cc(Cl)ccc1Cl,-3,0,2,4,11,-1,1,0.9,-5,12,-10
CCN1C(=O)[C@@H]2[C@@H](c3ccc(-c4ccc(OC)cc4)c(OC)c3)N3CCCC[C@@]3(C(=O)OC)[C@@H]2C1=O,-2,-2,9,5,1,5,-8,-1.9,-11,-4,9
Cc1ccc(NC(=O)c2ccc(OC(F)F)cc2)cc1S(=O)(=O)N(C)C,-9,1,0,-4,-57,-5,0,-1.7,-20,-140,-29
CCN(CC)c1ccc(/C=N/NC(=O)c2c(Cl)c(C)nn2C)cc1,-8,-2,-3,-3,3,5,-2,15,-3,-25,2
Cc1[nH]c2ccccc2c1C(Nc1nccs1)c1ccncc1 (stereo not given),-8,-1,1,10,15,9,-1,-0.9,-4,13,-11
O=S(=O)(Nc1cc(C(F)(F)F)ccc1N1CCOCC1)c1ccccc1,8,-1,6,6,3,-4,-4,0.0,-21,13,12
CN(C(=O)c1ccc([N+](=O)[O-])cc1)c1ccccc1C(=O)NCc1ccccc1,-7,6,3,-13,6,5,-5,0.0,·,-2,-11
CC(=O)Nc1ccc(N2CCCC2)cc1,-23,3,-1,-6,11,-7,9,6.8,-5,1,-10
Cc1c(NC(=O)CN2c3ccccc3CC2C)c(=O)n(-c2ccccc2)n1C (stereo not given),3,-3,2,-5,11,1,4,0.3,-2,20,6
C/C(Cn1cnc([N+](=O)[O-])n1)=N\NC(=O)c1ccncc1,12,0,0,4,7,9,-1,0.4,-1,14,-10
COc1cc(OC)c(NC(=O)/C=C/C(=O)O)cc1Cl,-36,0,-1,12,9,2,-2,0.6,-5,12,-28
N/C(=N\OCc1ccc([N+](=O)[O-])cc1)c1ccncc1,-24,-1,-7,-42,-130,-12,1,-1.7,-2,-164,-76
O=C1CCC(=O)N1CCSC(=S)N1CCSCC1,-23,-3,3,-2,-7,1,4,1.0,11,-27,8
COc1ccc(C(=O)NCCn2ccc3ccccc32)cc1,-94,-1,-5,-99,-168,-5,-7,-0.6,-5,-148,-145
Cc1ccc(NC(=O)c2ccc(NC(=O)c3ccccc3)cc2)cc1C,22,-5,-4,19,34,-8,-6,0.2,·,-18,-25
Cc1ccc(/C=N/NC(=O)CSc2ccccn2)o1,-14,2,-1,8,6,5,-4,0.0,-5,-2,10
CCOC(=O)N1CCN(S(=O)(=O)c2ccc(C(=O)N(CCCN(C)C)c3nc4cc(OC)ccc4s3)cc2)CC1,-4,-6,-11,-7,-92,2,1,-0.5,-7,-52,-20
COc1cccc(C(=O)Nc2nc(-c3ccc(S(=O)(=O)N4CCOCC4)cc3)cs2)c1,7,-1,-3,21,68*,13,-7,-1.1,-1,8,28
c1ccc(-c2cc(-c3ccccc3)ncn2)cc1,-48,-3,1,-30,-90,-2,4,-0.7,-6,-170,-14
COc1cc(C(=O)N2CCC(NC(=O)C(Cc3ccccc3)NC(C)=O)CC2)cc(OC)c1OC (stereo not given),-34,1,-3,-2,58*,-2,-5,1.6,-8,7,-8
Cc1ccc2nc(NC(=O)c3ccc(OCC4CCCO4)cc3)sc2c1 (stereo not given),-39,0,3,9,-40,-4,-1,-1.9,-6,-170,-162
OCCC1CN(Cc2ccon2)CCN1Cc1ccccc1 (stereo not given),-7,0,-2,15,7,2,-7,2.7,-7,15,-22
CCOC(=O)c1cc2occc2n1CC(=O)NC1CCCCC1C (stereo not given),8,1,2,5,-1,1,-2,-1.1,-5,11,-13
CCCCN(CCCC)C(=O)C[n+]1cccc(/C=N/O)c1,-4,-3,-1,-7,3,-4,-7,-2.8,-3,24,-11
O=C(NCC(=O)N(Cc1ccco1)C(C(=O)NC1CCCCC1)c1ccncc1)c1cccs1 (stereo not given),-6,0,0,2,8,-1,-2,-0.3,-5,16,16
Cc1nc2ccn(Cc3ccccc3)c(=O)c2cc1C(=O)N1CCN(c2ccc(F)cc2)CC1,19,0,-1,-3,21,-1,12,-0.2,-6,16,14
COc1ccc(Cl)cc1NC(=O)C(C)OC(=O)Cn1cc(C(F)(F)F)ccc1=O (stereo not given),-72,4,-5,2,12,1,3,-0.4,-2,7,-20
CCc1nnc(NS(=O)(=O)c2ccc(N3C(=O)c4ccccc4C3=O)cc2)s1,-6,2,3,8,18,6,-4,-0.9,-4,22,0
C=CCN(CC=C)C(=O)C(=O)c1cc(C)n(-c2ccc([N+](=O)[O-])cc2)c1C,9,2,3,6,2,-1,1,0.9,-4,-18,9
CC(C)N(C(=O)CSc1nnc(CN2CCCCCC2=O)n1-c1ccccn1)C(C)C,-19,-1,2,10,-1,9,2,-2.2,-11,13,-7
CCC(C)C(=O)Nc1cc(OC)c(OC)cc1C(=O)O (stereo not given),0,1,-4,-1,6,7,-4,0.1,-6,7,7
Cc1ccnc(NC(=O)c2cccc(NC(=O)CC3SC(N4CCCCC4)=NC3=O)c2)c1 (stereo not given),11,1,15*,-11,-37,4,3,1.8,-5,-71,-5
COc1ccc(S(=O)(=O)Cc2ccc(C(=O)O)o2)cc1,2,-1,-1,-9,12,8,5,-0.7,-19,12,-36
CCCOc1ccc(C(=O)Nc2ccc(Cl)cn2)cc1,-3,0,1,-16,-85,-28,-8,-2.9,·,-171,-70
COc1ccc(NC(=O)CN2CCN(c3ccccc3)CC2)cc1,4,1,9,3,-6,-2,3,0.2,-6,18,-2
CCCOc1ccc(NC2=CC(=O)CC(C)(C)C2)cc1,-10,-4,0,-13,-28,-4,15,-1.9,-8,-50,-13
O=C(COc1ccccc1)c1cn(CC(=O)N2CCOCC2)c2ccccc12,-10,0,7,-12,-3,-7,0,-1.2,-5,-21,-8
CC(=O)Nc1ccc(C(C#N)=Cc2ccc(N(C)CCC#N)cc2)cc1,19,·,-3,·,-98,5,4,-2.1,-21,37,-42
CCCCn1c(/C=C/c2ccco2)nc2ccccc21,2,3,-3,-2,-8,-1,8,2.7,-3,6,27
Cc1nc(SCc2ccc(F)cc2)c2oc3ccccc3c2n1,5,4,-1,10,-3,-4,-2,-0.2,-6,1,-13
O=C1N=C(N2C=CC(=C3C=CNC=C3)C=C2)/C(=C/N=NC(=O)c2ccccc2)S1,-3,-16,3,-4,8,2,-11,0.1,-2,5,1
COc1ccc(Cl)cc1C(=O)OCC(=O)NCc1cccs1,-19,0,1,7,6,0,0,-0.6,-4,-1,-41
Cc1ccc(N2CC(C(=O)OCC(=O)c3c(N)n(CC(C)C)c(=O)n(C)c3=O)CC2=O)cc1 (stereo not given),-14,1,0,7,17,-7,-4,-0.4,-4,4,-6
COc1cc(NC(=O)CN2CCCCC2)c(C)cc1[N+](=O)[O-],-52,1,-1,-29,-38,8,-4,-1.6,-4,-37,-18
CC(=O)C1=C(C)OC(N)=C(C#N)C1c1cc([N+](=O)[O-])ccc1Cl (stereo not given),2,1,-6,23,11,20,-1,0.0,-5,7,7
CC(=O)O/N=C(\N)c1cnn2c(C(F)(F)F)cc(C(F)(F)F)nc12,5,1,1,-10,2,-2,0,-0.8,-5,12,0
Cc1ccc(C)c(S(=O)(=O)NC(Cc2c[nH]c3ccccc23)C(=O)O)c1 (stereo not given),-16,6,3,7,15,3,-1,-0.3,-4,28,-19

# Reprinted from the part before: 3 entries, then new ones.
SMILES,Shn3 inh set2,NR2E3 ag-1,m5-HT2A agonist,TRPM1 prom inh,Peg3 prom inh,H9c2 protect,PDI turbidity,hiPSC survival,CaV13 FRET inh,HIF-2a inh,NR2E3 ag-2
CC(=O)C1=C(C)OC(N)=C(C#N)C1c1cc([N+](=O)[O-])ccc1Cl (stereo not given),2,1,-6,23,11,20,-1,0.0,-5,7,7
CC(=O)O/N=C(\N)c1cnn2c(C(F)(F)F)cc(C(F)(F)F)nc12,5,1,1,-10,2,-2,0,-0.8,-5,12,0
Cc1ccc(C)c(S(=O)(=O)NC(Cc2c[nH]c3ccccc23)C(=O)O)c1 (stereo not given),-16,6,3,7,15,3,-1,-0.3,-4,28,-19
Cc1ccc(N(C(=O)Cc2cccs2)C(C(=O)NC2CCCC2)c2ccncc2)cc1 (stereo not given),6,-3,3,5,15,32,-11,-1.1,-7,10,15
CC(=O)N1c2ccc(S(=O)(=O)N3CCCCC3)cc2CC1C(=O)Nc1ccc(C)cc1 (stereo not given),9,-5,0,5,17,0,5,-0.4,-2,8,25
c1ccc(Cn2cnc3ccccc32)cc1,-139,3,-2,-56,-329,-8,-3,-1.4,·,-350,-91
O=C(Cc1c[nH]c2ccccc12)OCCOC(=O)Cc1c[nH]c2ccccc12,-11,4,-8,-3,5,0,4,-2.8,-4,18,18
COc1ccccc1C(=O)Nc1ccc2c(c1)nc(CCNC(=O)c1ccco1)n2C,-39,0,1,-8,-85,2,9,-0.7,-3,-156,-56
CC(=O)c1c(C)[nH]c(C(=O)OCC(=O)Nc2cccnc2Cl)c1C,-1,·,3,12,3,2,12,0.5,-6,1,-1
CCCCOc1ccc(CSCCN=C(N)N)cc1,-2,·,-6,-25,-160,-11,15,-2.8,-3,-148,-32
COc1ccc(OC)c(C2C3=C(CCCC3=O)Nc3nnnn32)c1 (stereo not given),4,1,-2,3,9,3,3,0.6,-4,16,-10
O=C(c1cc(-c2ccc3c(c2)OCO3)on1)N1CCN(c2ccc(F)cc2)CC1,-29,4,-1,8,5,-4,-4,6.9,-7,-10,9
Clc1ccccc1CSc1snnc1-c1ccccc1,-22,1,6,-37,-167,-10,4,0.1,-5,-171,-71
COc1ccc(Cc2nnc(SCC(=O)c3cccc([N+](=O)[O-])c3)n2C)cc1,-11,0,6,11,0,0,-1,-0.2,-6,-3,-48
COc1cccc(C(=O)NCC2CCCN(C(=O)Cc3cccc(C)c3)C2)c1OC (stereo not given),-26,·,1,·,7,0,-4,-0.3,-14,-3,11
O=C(Nc1cc(S(=O)(=O)N2CCOCC2)ccc1N1CCOCC1)c1ccc(S(=O)(=O)N2CCCCC2)cc1,9,0,2,-8,19,-3,-2,-0.7,-4,15,-7
Cn1c2ccccc2c2cc(C(=O)N3CCN(CCO)CC3)sc21,-22,-1,-2,5,-7,1,-2,-0.7,-3,-30,-2
